Source: PubChem (Broad Institute)
SIRT5 block – sirtuin-5 (human) deacylase inhibition; Q9NXA8; AID 652115; actives 1.1% (n = 330,000); inhibition, % at 15 µM; Purified SirT5, succinyl-peptide AMC, trypsin-coupled fluorescence; in the data active = inhibition above about 15%
Cneo AK release – causes C. neoformans cell lysis. actives 0.2% (n = 360,000). lysis activity, % at 15 µM. adenylate kinase release luminescence, 4 h; normalised: neutral wells 0, clomiphene wells 100;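 active = mean lysis activity across replicates of at least 80%, whatever share of replicates individually reach that level; inactive = mean lysis activity below 80%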
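Assay system: log-phase C. neoformans yeast / Quantity: yeast cell density of 5 × 10^6 cells/mL / Medium: fresh YPD growth medium / Compound: single dose / Timing: static 4 h at 37 °C with compound, 1 h detection / Measured by: adenylate kinase release luminescence / Read-out: lysis from increased AK signal / Benchmarks: Clomiphene as positive lysis control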
S100A4 inh HTS – S100A4-myosin IIA interaction inhibition | S100A4/TAMRA-MyoIIA peptide fluorescence polarization | inhibition, % at 10.7 µM | actives 0.14% (n = 360,000) | AID 652163;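 active = mean inhibition of at least 70% across replicates, with every replicate also reaching that level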
Target sequence (P26447 whole entry, looked up): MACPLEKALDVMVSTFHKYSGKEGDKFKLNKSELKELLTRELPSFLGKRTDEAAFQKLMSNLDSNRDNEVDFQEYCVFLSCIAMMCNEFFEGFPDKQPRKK
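Material: S100A4 monomer (human). Medium: Calcium-containing HEPES buffer, pH 7.2. Probe or stimulus: labelled myosin peptide probe, 5 nM. Compound dosing: one concentration per compound. Timing: polarization read 5 min after assay mix addition, stable 5–60 min. Benchmarks: DMSO as neutral control, TFP as positive control.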
LGR2 inh – inhibitors of bursicon-induced Drosophila LGR2 receptor cAMP signaling; AID 720647; inhibition, % at 9.99 µM; HEK293 LGR2, CRE-luciferase, bursicon-stimulated, 4 h; actives 0.35% (n = 380,000);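 active = drop in luminescence signal, shown as inhibition above about 50% in the replicate tests, limit read from the data, passing the limit was not always enough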;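 note: agonist challenge used bursicon conditioned medium at about half maximal strength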
ERAP1 HTS inh – inhibitors of human ERAP1 aminopeptidase; recombinant ERAP1, Leu-AMC fluorescence, 60 min; Q9NZ08; actives 0.15% (n = 340,000); inhibition, % at 10.7 µM;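 active = mean replicate inhibition of at least 30%, or all replicates individually reaching that 30% level; inactive = mean below 30% and not every replicate reaching it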;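 note: 0% = neutral control wells and 100% = L-leucinethiol positive control wells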
Target sequence (Q9NZ08 whole entry, looked up): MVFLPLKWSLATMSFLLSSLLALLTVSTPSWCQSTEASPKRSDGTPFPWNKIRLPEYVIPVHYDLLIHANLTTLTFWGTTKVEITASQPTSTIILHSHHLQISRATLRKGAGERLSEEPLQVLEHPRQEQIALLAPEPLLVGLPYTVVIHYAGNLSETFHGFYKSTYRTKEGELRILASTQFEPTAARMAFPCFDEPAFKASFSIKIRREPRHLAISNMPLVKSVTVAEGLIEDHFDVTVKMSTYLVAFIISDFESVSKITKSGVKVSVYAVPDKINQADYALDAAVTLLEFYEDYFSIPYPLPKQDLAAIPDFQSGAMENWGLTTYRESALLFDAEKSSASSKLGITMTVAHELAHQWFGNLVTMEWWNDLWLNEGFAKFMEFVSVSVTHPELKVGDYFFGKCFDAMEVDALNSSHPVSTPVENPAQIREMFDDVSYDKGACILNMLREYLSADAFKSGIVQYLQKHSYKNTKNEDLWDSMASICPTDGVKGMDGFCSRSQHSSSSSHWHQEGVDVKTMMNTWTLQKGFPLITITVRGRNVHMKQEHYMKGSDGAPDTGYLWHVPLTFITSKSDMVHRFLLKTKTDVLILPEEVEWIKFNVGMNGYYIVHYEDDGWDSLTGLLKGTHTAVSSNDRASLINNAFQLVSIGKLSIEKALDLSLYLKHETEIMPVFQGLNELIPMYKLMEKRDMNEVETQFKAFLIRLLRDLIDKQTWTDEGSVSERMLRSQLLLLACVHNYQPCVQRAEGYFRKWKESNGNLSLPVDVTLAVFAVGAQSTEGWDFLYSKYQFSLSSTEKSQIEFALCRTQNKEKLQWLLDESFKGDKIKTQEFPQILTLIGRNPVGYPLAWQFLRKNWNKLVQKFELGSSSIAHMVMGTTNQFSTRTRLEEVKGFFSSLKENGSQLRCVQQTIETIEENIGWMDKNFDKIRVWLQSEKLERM
Xi reactivation – reactivates the inactive X chromosome in mouse fibroblasts; XiGFP mouse fibroblasts, % GFP-positive cells imaging, 3 d; cells co-treated with 5-aza-dC sensitizer; scaled so ellipticine positive control = 100%; activation, % at 7.58 µM; actives 0.055% (n = 360,000); AID 743238;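 active = mean normalized replicate activation at least 10% and every replicate at or above 10%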;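 note: 0% = median of on-plate neutral control wells and 100% = ellipticine 6 µM median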
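Material: XiGFP fibroblasts, SV40-immortalized; Buffer or medium: DMEM containing 5-aza-dC; Compound dosing: single point; Times: 3 days compound exposure.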
PGC1a acetyl inh – PGC1a acetylation modulation, inhibitor mode; U2OS PGC1a acetylation, AlphaScreen anti-acetyl-lysine; with virally co-expressed GCN5 acetyltransferase; inhibition, % at 15.6 µM; actives 0.17% (n = 350,000);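 active = every replicate shows inhibition of at least 40%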;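 note: 0% = neutral control wells and 100% = positive control wells; some results beyond the cut were filed as inactive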
Statin myotox sup – suppressors of simvastatin-induced myotoxicity in C2C12 myotubes; ATP luminescence, 48 h; scaled: DMSO 0, geranylgeraniol control 100; AID 602340; rescue of ATP level, % at 7.49 µM; actives 0.78% (n = 330,000);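 active = mean ATP rescue above about 67%, or every replicate alone reaching that limit, limit read from the data, passing the limit was not always enough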;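 note: myotubes were challenged with 10 µM simvastatin during compound exposure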
* hit, by the source's call; / = not tested or not shown. These rows are one share of the data. The share of hits here may be higher or lower than overall.

Each structure is followed by: SIRT5 block, Cneo AK release, S100A4 inh HTS, LGR2 inh, ERAP1 HTS inh, Xi reactivation, PGC1a acetyl inh, Statin myotox sup
COCCNC(=O)C1CCCN(C(=O)c2nc3ccccc3s2)CC1 (centres undefined)
  /, -0.6, -17.8, 0.1, -1.4, 0.2, /, -0.5
CN(C)c1cc2c3ccccc3n(C)c2cc1N
  /, -0.6, -2.0, /, 2.5, 0.2, /, -1.3
CC(C)C1N(C(=O)N(C)C)CCN1S(=O)(=O)c1ccccc1 (centres undefined)
  1.6, -0.7, -1.6, 3.2, -1.4, 0.0, 3.2, /
O=C(O)c1nn(CCOc2cccc(Br)c2)c(=O)c2ccccc12
  -1.2, -0.6, 0.5, 15.4, -3.9, 0.0, -5.2, 29.0
COc1ccc(NC(=O)CN2C(=O)C3CC=CCC3C2=O)cc1Cl (centres undefined)
  /, 1.3, -2.8, -2.9, -1.6, 0.0, -3.3, -32.4
Cc1nc(-c2cccc(S(=O)(=O)N3CCCCC3)c2)cs1
  1.7, /, 12.3, 11.0, /, 0.0, -9.0, /
CC(CNC(=O)c1ccc(OC2CCN(Cc3ccccn3)CC2)cc1)c1ccccc1 (centres undefined)
  -0.3, 2.6, -17.6, 13.6, 3.4, 0.2, /, -12.5
CN(Cc1ccc(F)cc1)C(=O)c1cccc(S(=O)(=O)NCc2ccccc2)c1
  6.9, /, 0.2, -19.4, -0.9, 0.2, /, /
N#CCCn1cc(C(=O)CN2C(=O)C(=O)N(C3CCCC3)C2=O)c2ccccc21
  1.0, 6.9, -3.4, -4.3, -0.2, 0.2, 12.2, -4.4
COc1ccc(NC(=O)Oc2cc(C)ccc2C(C)C)cc1
  3.8, -4.4, -7.2, 4.5, /, /, -2.6, 6.9
CCOC(=O)C1(Cc2cccc(F)c2)CCN(C(=O)c2cscn2)CC1
  -3.5, 0.1, 2.6, 2.1, -0.7, 0.0, 6.5, -3.2
O=[N+]([O-])c1ccccc1-c1ccc(CN2CCN(c3ccccc3)CC2)o1
  -4.2, 0.2, -3.0, -5.6, -2.8, -0.1, /, -1.3
CO[C@H]1CN(C)C(=O)c2cc(NC(=O)C3CCCCC3)ccc2OC[C@H](C)N(C)C[C@@H]1C
  -5.9, 1.2, -22.1, -2.2, 0.6, -0.2, /, -3.0
O=C(C1CCOCC1)N1CC(=O)N2[C@H](CO)[C@@H](c3ccc(/C=C/c4ccccc4)cc3)[C@H]2C1
  1.5, /, -20.0, 15.1, 0.7, 0.1, -0.6, /
Cc1cccc2c1-c1sc(C(=O)NCCCN3CCC(C)CC3)cc1CO2
  -77.5, 0.1, -5.4, -26.9, -79.5, 0.1, 4.9, -22.6
CN(C)c1ccc(S(=O)(=O)NCC(=O)OCC(=O)c2ccc[nH]2)cc1[N+](=O)[O-]
  -0.2, -1.5, 1.6, 3.7, 1.8, 0.8, /, 14.8
O=[N+]([O-])c1ccc(N2N=C(c3ccco3)CC2c2ccccc2)cc1 (centres undefined)
  /, -3.4, /, 13.0, /, /, 7.8, 17.0
CCN(CC(=O)NCCCn1ccnc1)S(=O)(=O)c1ccc(C)cc1
  -2.9, -0.7, -7.2, -16.3, -2.7, 0.2, -0.5, 6.1
COc1ccc(C(C)=O)cc1CSc1nnc(Nc2ccccc2)s1
  /, -0.8, /, 11.8, /, 0.0, -17.1, -7.5
Cc1cccc(NC(=O)/C(C#N)=C/c2cccc([N+](=O)[O-])c2)n1
  0.3, -0.6, -1.1, -0.1, -0.6, 0.0, -7.0, 3.0
Cn1cc(C(=O)O)c(-c2ccc3c(c2)OCCCO3)n1
  -1.7, -2.6, 3.3, 1.3, 0.0, 0.0, -7.7, 5.7
CCOC(=O)N1CCN(S(=O)(=O)c2c(C)nc3scc(C)n3c2=O)CC1
  31.0*, -1.3, 2.4, 4.7, 1.4, 0.0, 0.1, -0.1
Cc1ccc(S(=O)(=O)Nc2ccc3c(c2)CC(=O)N([C@@H](C)CO)C[C@@H](C)[C@@H](CN(C)C(=O)Nc2ccc4c(c2)OCO4)O3)cc1
  2.6, -0.8, 13.3, 5.6, 0.4, -0.3, -15.6, 27.4
CCCN(CC(=O)Nc1ccccc1C)C(=O)c1cnc(C)cn1
  3.1, 1.0, 1.4, 1.4, -4.5, 0.1, /, 9.1
CO[C@@H]1CN(C)C(=O)c2cc(NC(=O)Nc3c(C)noc3C)ccc2OC[C@@H](C)N(C(=O)Nc2cccc(Cl)c2)C[C@H]1C
  1.6, -4.2, -1.0, -19.2, 0.7, 0.1, /, -3.3
O=C(/C=C/c1ccccc1F)N1CCN(c2ccccn2)CC1
  0.9, -6.6, -4.4, -41.7, 0.1, -0.1, 3.2, -1.4
Cc1ccc(S(=O)(=O)N(C)C[C@H]2Oc3ccc(NC(=O)Nc4ccc(F)cc4)cc3C(=O)N([C@@H](C)CO)C[C@H]2C)cc1
  0.1, 1.8, 6.8, 23.9, 0.0, -0.2, 0.3, -21.4
CCCC(NC(=O)CCl)c1ccccc1 (centres undefined)
  -3.1, /, -6.2, 8.6, 7.3, -0.1, /, -10.7
O=C(COC(=O)c1ccc2ccccc2n1)Nc1ncc(C(F)(F)F)cc1Cl
  /, -0.1, /, -1.7, /, /, 7.4, 11.4
CN(C)S(=O)(=O)N(CC(=O)Nc1ccc(F)c(F)c1)c1ccccc1
  -1.3, -2.1, -2.0, -6.5, 1.2, /, -1.0, 17.7
CC1CCCCC1NC(=O)c1ccc(NS(=O)(=O)c2ccc3[nH]c(=O)[nH]c3c2)cc1 (centres undefined)
  -1.3, 1.9, -5.3, 9.1, 0.4, -0.1, 2.1, -5.4
CC(=O)N1[C@H](CO)[C@@H](c2ccccc2)C12CN(C(=O)c1cnccn1)C2
  1.6, /, -2.8, 2.5, -0.3, 0.2, 7.8, /
COc1ccc(NC(=O)Nc2ccc3c(c2)C(=O)N([C@H](C)CO)C[C@@H](C)[C@@H](CN(C)S(=O)(=O)c2cn(C)cn2)O3)cc1
  -3.2, -0.3, -27.3, -12.2, 1.7, -0.2, 1.4, /
N=c1ccn(O)cc1CCc1ccccc1
  -5.4, 1.7, -5.6, 10.0, -5.7, 0.2, -1.2, -3.9
O=C(C[C@@H]1C=C[C@H](NC(=O)Nc2ccc(F)cc2)[C@H](CO)O1)NCCN1CCCC1
  -1.6, 1.1, 2.6, -7.2, 1.5, 0.1, 0.6, 7.4
CC(=O)N1CCN(S(=O)(=O)c2ccc3c(c2)OCCO3)CC1
  -2.4, 0.9, 3.7, 2.7, 2.1, -0.2, /, -1.5
CC(C)(C)CN1CCNC(=O)C1CC(=O)NCCN1CCCc2ccccc21 (centres undefined)
  -7.3, /, 2.8, 16.4, 0.7, 0.0, 13.4, /
Cc1ccc(S(=O)(=O)N2CCN(C(=O)Cn3c(=O)cnc4ccccc43)CC2)c(C)c1
  -2.0, -0.9, -3.7, -7.9, -12.4, 0.0, /, -1.8
CC1CCCCN1C(=O)COC(=O)CNC(=O)c1ccc(Cl)cc1Cl (centres undefined)
  -2.7, /, 18.2, -6.1, 0.4, 0.0, /, 11.7
C[C@@H]1CN([C@@H](C)CO)C(=O)Cc2cc(NS(C)(=O)=O)ccc2O[C@@H]1CN(C)C(=O)Nc1ccc2c(c1)OCO2
  /, -1.1, /, 11.5, /, 0.0, -2.2, -2.8
C[C@H]1COc2cc(N3CCN(Cc4ccccc4F)CC3)ccc2S(=O)(=O)N1
  -1.2, /, 2.0, -5.7, /, -0.1, /, /
CCCn1c(=O)n(CC(=O)NCC2CCCO2)c(=O)c2c3c(sc21)COC(C)(C)C3 (centres undefined)
  -7.2, 2.2, 0.5, 7.9, -1.6, 0.1, -0.4, -7.0
COc1ccc(CNC(=O)CSC(=S)N2CCCC2)cc1
  -1.9, 1.0, 0.0, 4.1, 0.7, 0.0, /, -5.0
O=C(O)c1c(-c2ccc(Cl)cc2)cn2ccccc12
  -0.8, /, -0.7, -5.1, -2.3, 0.0, 4.7, 8.7
COc1ccc(Oc2cnn(-c3ccccc3)c(=O)c2Br)cc1
  -2.8, /, -3.2, -9.6, -4.3, 0.1, /, /

Of the compounds above, these have a nitro group on carbon:
Each structure is followed by: SIRT5 block, Cneo AK release, S100A4 inh HTS, LGR2 inh, ERAP1 HTS inh, Xi reactivation, PGC1a acetyl inh, Statin myotox sup
O=[N+]([O-])c1ccccc1-c1ccc(CN2CCN(c3ccccc3)CC2)o1
  -4.2, 0.2, -3.0, -5.6, -2.8, -0.1, /, -1.3
CN(C)c1ccc(S(=O)(=O)NCC(=O)OCC(=O)c2ccc[nH]2)cc1[N+](=O)[O-]
  -0.2, -1.5, 1.6, 3.7, 1.8, 0.8, /, 14.8
O=[N+]([O-])c1ccc(N2N=C(c3ccco3)CC2c2ccccc2)cc1 (centres undefined)
  /, -3.4, /, 13.0, /, /, 7.8, 17.0
Cc1cccc(NC(=O)/C(C#N)=C/c2cccc([N+](=O)[O-])c2)n1
  0.3, -0.6, -1.1, -0.1, -0.6, 0.0, -7.0, 3.0

(cont.)
Each structure is followed by: SIRT5 block, Cneo AK release, S100A4 inh HTS, LGR2 inh, ERAP1 HTS inh, Xi reactivation, PGC1a acetyl inh, Statin myotox sup
CC(C)NC(=O)N(C)C[C@@H]1Oc2cc(-c3ccccc3F)ccc2S(=O)(=O)N([C@@H](C)CO)C[C@@H]1C
  -3.6, 1.8, 3.3, -18.4, -4.2, 0.2, 8.3, 16.2
Cc1ccc(NC(=S)N2CCN(C(=O)c3ccccc3)CC2)c(C)c1
  -1.5, /, 1.1, 20.2, -1.6, 0.1, -6.1, /
O=C(c1cc(COc2cccc3cnccc23)on1)N1CCCC(CCCO)C1 (centres undefined)
  -8.5, -3.7, -5.2, 16.0, -3.8, 0.1, /, -6.5
Cc1ccc(C)c(OCC(=O)O/N=C(\N)c2cccnc2)c1
  -3.4, 1.2, -1.6, -0.8, 2.0, -0.1, -9.2, -5.1
O=C(O)c1cccc(Nc2nc3ccccc3nc2NS(=O)(=O)c2ccccc2)c1
  /, 0.3, -1.4, 16.0, 0.9, -0.2, 12.3, -27.8
CC(NC(=O)COC(=O)c1ccc2c(c1)OCCO2)c1ccccc1 (centres undefined)
  -8.1, -1.3, 1.1, 7.8, -2.4, 0.0, /, -1.7
COc1cc2c(cc1OC)CN(c1ccc3ccccc3n1)CC2
  -1.9, -1.1, 1.8, -21.4, 1.7, 0.1, /, 2.7
COc1ccc(OC(=O)N(C)C[C@H]2OCc3ccccc3-c3ccccc3C(=O)N([C@@H](C)CO)C[C@H]2C)cc1
  -1.9, -0.8, 3.4, 11.4, 0.1, 0.0, -0.5, 24.9
CC(C)N1C(=O)C2(OCCCO2)c2cc(Br)ccc21
  0.9, 84.4*, -5.5, -3.4, -2.8, -0.1, 16.7, 16.9
CC1CCN(C(=O)COC(=O)c2ccc(N3CCCC3=O)cc2)CC1
  -0.1, -2.6, -14.2, -11.7, 0.2, 0.1, /, -0.6
Cc1noc(C)c1NC(=O)Nc1cccc2c1O[C@@H](CN(C)S(=O)(=O)c1ccc(Cl)cc1)[C@@H](C)CN([C@@H](C)CO)C2=O
  4.2, -7.7, 11.4, -12.9, 4.3, 0.1, 2.6, 1.5
COc1ccc(OCC(=O)NNC(=O)C2CCC2)cc1
  3.7, -1.5, 1.6, 18.4, -2.1, 0.3, 0.5, 1.1
CCOC(=O)CSc1nnc(CNC(=O)c2ccc(S(=O)(=O)N3CCOCC3)cc2)n1C
  -1.9, /, 3.9, 5.3, 3.0, 0.2, /, /
Cc1noc(C)c1NC(=O)N(C)C[C@H]1OCCCC[C@@H](C)Oc2ccc(NC(=O)Nc3cccc4ccccc34)cc2C(=O)N([C@@H](C)CO)C[C@H]1C
  /, 9.0, /, 1.4, /, -0.6, 19.6, /
